TDP2 absorb – TDP2 (human) inhibition, absorbance primary screen; 370,000 tested, 0.34% active; recombinant TDP2, T5PNP hydrolysis, p-nitrophenol absorbance 415 nm; inhibition, % at 12.8 µM; AID 720702;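 active = inhibition above the mean of all tested compounds plus 3 SD, set per campaign, cut at about 25% in these data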;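 note: 0% = DMSO with enzyme and 100% = buffer with substrate but no TDP2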
Target sequence (O95551 whole entry, looked up): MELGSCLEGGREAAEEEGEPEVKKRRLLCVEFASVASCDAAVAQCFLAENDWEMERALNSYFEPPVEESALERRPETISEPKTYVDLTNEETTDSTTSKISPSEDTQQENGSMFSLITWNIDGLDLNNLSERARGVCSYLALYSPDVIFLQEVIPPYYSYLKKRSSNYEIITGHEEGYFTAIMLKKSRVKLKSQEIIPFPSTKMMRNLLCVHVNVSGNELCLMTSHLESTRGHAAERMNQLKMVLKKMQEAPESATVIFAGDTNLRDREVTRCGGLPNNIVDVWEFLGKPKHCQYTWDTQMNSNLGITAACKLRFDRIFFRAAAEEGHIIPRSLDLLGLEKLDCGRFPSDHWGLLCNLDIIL
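System – recombinant human TDP2 · Amount – 120 nM TDP2 per well · Buffer or medium – Mg2+-containing Tris-HCl buffer, pH 7.5 · Reagent – T5PNP substrate, 5 mM · Dosing – 12.8 µM single point, 1% DMSO · Incubation – 2 h at 37 °C · Measured by – epi absorbance · Read-out basis – percent inhibition · Benchmarks – high control without enzyme, low control DMSO plus TDP2 · Repeats – singlicate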
TCR-CD3 inh – human TCR-CD3 binding inhibition. AID 651800. TAMRA-labeled TCR probe fluorescence, biochemical. inhibition, % at 9.4 µM. 360,000 tested, 0.37% active; in the data active = inhibition above about 19%;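 note: recombinant mutant TCR 2C K166C tagged with TAMRA read by polarization; 0% = receptor in buffer alone and 100% = receptor with positive control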
UHRF1 MBD2 ctr – UHRF1 methyl-DNA binding inhibition; Q96T88; UHRF1 binding to methylated oligo, TR-FRET; inhibition, % at 4.4 µM; 370,000 tested, 0.75% active; AID 687016; in the data active = inhibition above about 21%;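 note: UHRF1 SRA domain binding a hemimethylated CpG hairpin DNA probe; 0% = median of test compound wells and 100% = reference inhibitor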
PG9 binder – PG9 antibody binding by small molecule; TR-FRET gp120-PG9 antibody binding; inhibition, % at 6.7 µM; 360,000 tested, 0.43% active; AID 624416; in the data active = inhibition above about 8.5%
HTRA1 inh – blocks human HTRA1 serine peptidase | recombinant HTRA1, FP-rhodamine activity-based probe, fluorescence polarization | inhibition, % at 5.96 µM | 340,000 tested, 0.5% active | AID 504803; in the data active = inhibition above about 36%;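 note: 0% = enzyme with DMSO and 100% = wells lacking enzyme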
Tn7 DDE FP – DD(E)-Tn7 binding inhibition, primary FP screen; 370,000 tested, 0.13% active; P02675; inhibition, % at 8.3 µM; FP displacement of FITC-Tn7 peptide from fibrin DD(E); 0% = median of compound wells per plate;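 active = inhibition above the mean of compounds falling within the control limits plus 3 SD of them, cut at about 14% in these data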;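 note: 0% = plate median of compound wells and 100% = 10 µM Aha-Tn7 peptide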
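Assay system: Human fibrin DD(E) protein | Medium: Tris buffer with calcium and detergent, pH 7.8 | Reagent: 0.1 µM fluorescent Tn7 | Compound dosing: Single point at 8.3 µM | Times: 10 min preincubation, 3 h with tracer, room temperature | Detection: Fluorescence polarization of the labelled Tn7 tracer | Controls: Aha-Tn7 high control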
LEDGF integ inh – blocks HIV-1 LEDGF/p75-dependent DNA integration; inhibition, % at 3.7 µM; TR-FRET IN-LEDGF/p75 DNA integration, Eu/Cy5; 370,000 tested, 0.64% active;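 active = inhibition above the screen-wide mean plus 3 SD, cut at about 13% in these data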;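 note: signal is the Cy5 over europium emission ratio at 671 and 618 nm; 0% = plate median of compound wells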
ABHD4 inh – inhibitors of mouse ABHD4. purified mABHD4, FP-Rh probe fluorescence polarization. 370,000 tested, 0.54% active. inhibition, % at 8.92 µM. AID 720543;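 active = inhibition exceeding the mean over every tested compound plus 3 SD, cut at about 30% in these data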;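 note: 0% = plate median of compound wells and 100% = S159A mutant with DMSO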
Target sequence (Q8VD66 whole entry, looked up): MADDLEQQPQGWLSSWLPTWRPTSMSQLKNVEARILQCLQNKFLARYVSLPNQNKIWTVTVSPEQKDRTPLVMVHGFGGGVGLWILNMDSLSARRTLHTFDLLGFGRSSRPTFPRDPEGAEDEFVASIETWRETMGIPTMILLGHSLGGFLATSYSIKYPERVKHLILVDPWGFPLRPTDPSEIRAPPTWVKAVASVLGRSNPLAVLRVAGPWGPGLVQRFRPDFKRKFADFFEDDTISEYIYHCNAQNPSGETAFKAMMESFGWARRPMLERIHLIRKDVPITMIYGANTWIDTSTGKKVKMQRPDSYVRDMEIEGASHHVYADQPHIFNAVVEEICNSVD
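system = mouse ABHD4 enzyme, wild type | medium = HEPES pH 7.0, NaCl, Pluronic buffer | also added = FP-Rh probe | incubation = Enzyme–compound pre-incubation 45 min, then probe 60 min, both 25 °C | technique = fluorescence polarization, excitation 525 nm, emission 598 nm, BODIPY TMR filters | controls = S159A mutant high control, sample median low control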
SIAE primary – inhibitors of human sialic acid acetylesterase SIAE; Q9HAT2; SIAE FP-Rh probe binding, fluorescence polarization; inhibition, % at 9.66 µM; 370,000 tested, 0.69% active; AID 1053197;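 active = inhibition above a cutoff: mean of compounds within the control limits plus 3 SD of those, cut at about 17% in these data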;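 note: 0% = plate median of compound wells and 100% = probe without SIAE protein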
PRMT1 inh – blocks human protein arginine methyltransferase 1 | Q99873 | recombinant PRMT1, activity-based probe fluorescence polarization | inhibition, % at 2.79 µM | 370,000 tested, 1.3% active;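 active = inhibition above about 21% made by adding two undisclosed values, limit read from the data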
Target sequence (Q99873 whole entry, looked up): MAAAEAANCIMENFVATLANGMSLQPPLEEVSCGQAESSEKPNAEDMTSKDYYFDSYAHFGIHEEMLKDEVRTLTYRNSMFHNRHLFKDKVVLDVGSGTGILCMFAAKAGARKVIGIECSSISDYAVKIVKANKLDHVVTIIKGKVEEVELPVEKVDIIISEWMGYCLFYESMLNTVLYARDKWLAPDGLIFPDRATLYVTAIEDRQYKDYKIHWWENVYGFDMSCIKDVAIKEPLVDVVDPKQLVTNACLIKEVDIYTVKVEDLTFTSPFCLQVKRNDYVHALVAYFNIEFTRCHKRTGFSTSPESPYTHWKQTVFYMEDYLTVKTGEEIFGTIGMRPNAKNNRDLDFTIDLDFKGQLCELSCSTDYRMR
An asterisk follows results filed as active; . = not tested or not shown.

TDP2 absorb	TCR-CD3 inh	UHRF1 MBD2 ctr	PG9 binder	HTRA1 inh	Tn7 DDE FP	LEDGF integ inh	ABHD4 inh	SIAE primary	PRMT1 inh	SMILES
-13.5	1.4	-0.5	-1.5	.	-0.3	-2.5	-1.3	2.9	-0.8	CC(=O)C(=Cc1ccc(-c2ccccc2)cc1)C(=O)c1ccccc1
6.8	-5.3	1.4	1.4	-4.6	2.4	-0.1	3.0	-0.1	1.4	C=CCNc1nc(NCc2ccccc2)nc(OCC)n1
2.1	-0.6	0.2	-2.1	-7.2	-1.3	0.6	3.3	3.3	0.8	CCSc1nc2sc3c(c2c(=O)n1CC)CCC3
-0.4	1.9	-2.7	-0.1	-4.1	0.7	0.2	6.3	-3.0	1.1	CCOC(=O)C1=C(C)NC(=O)NC1c1ccccc1 (centres undefined)
-6.3	2.0	0.3	-3.5	3.5	0.7	-2.3	-3.9	6.3	1.6	CCOc1cc(N2CCOCC2)c(OCC)cc1NC(=O)c1ccco1
-3.2	3.4	-2.2	-0.5	.	0.8	2.9	-3.9	-5.5	-3.1	COc1ccc(C(=O)NC(=S)Nc2cccc3nc(C)ccc23)cc1OC
6.2	-1.0	0.8	0.1	5.8	-1.1	-4.8	3.1	1.4	-1.7	OCCN1C2=NCCCN2c2ccccc21
-2.7	2.1	-8.0	1.7	-6.8	2.5	-1.6	-1.2	11.1	-3.4	CC(NC(=O)c1ccc(N(C)C)c([N+](=O)[O-])c1)c1ccc(-n2ccnc2)cc1 (centres undefined)
3.9	6.4	1.0	-1.7	0.0	0.1	-1.8	3.5	4.2	6.9	Cc1cccc2nc(-c3ccco3)oc(=O)c12
2.7	2.8	-1.7	-0.9	3.7	1.6	0.3	2.2	0.2	2.5	CN(C)CCCn1c2c(c(SCC(=O)Nc3nccs3)nc1=O)CCC2
7.6	-1.5	14.1	-1.5	4.2	6.1	0.2	2.5	-3.5	2.8	O=C(O)CCCNC(=O)CCCn1nnc2ccccc2c1=O
-11.3	-2.2	0.3	-1.8	-9.4	-0.1	-3.0	-5.3	-2.4	6.0	CCCn1c(SCC(=O)c2cc(OC)ccc2OC)nnc1-c1ccco1
2.7	-4.3	2.6	0.4	4.6	2.9	-1.5	5.2	1.8	-0.7	Cc1ccc(C(=O)NCCOC23CC4CC(CC(C4)C2)C3)cc1
-3.5	-0.4	-4.2	-1.2	-4.1	-6.6	1.7	-3.1	-14.9	-2.9	O=C(Nc1cc(Cl)ccc1-n1cncn1)c1cccc(S(=O)(=O)N2CCOCC2)c1
0.0	-0.5	-1.3	2.1	0.3	-0.9	0.1	4.9	1.8	0.7	O=c1cc(-c2ccccc2)c2ccccc2[nH]1
-8.6	0.4	-0.5	-1.3	-4.7	-5.9	0.1	7.2	2.4	1.6	COC(=O)c1c(NS(=O)(=O)c2ccc3ccccc3c2)sc2c1CCCC2
1.2	0.8	1.9	-0.8	.	-1.1	-12.9	0.9	4.2	6.3	COc1ccc(C(c2c(O)nc[nH]c2=O)c2c(O)nc[nH]c2=O)cc1
4.0	0.4	1.2	-0.5	8.9	-8.2	2.1	4.4	-3.5	-3.9	CC(=O)NCC(O)c1ccc([N+](=O)[O-])cc1 (centres undefined)
-0.1	6.4	-2.2	0.0	-9.3	1.6	-0.8	-0.1	3.0	-3.9	O=C(ON=C1CCN(c2ccc([N+](=O)[O-])cc2)CC1)c1ccccc1
7.1	-4.1	-4.8	-2.5	-19.3	-3.8	3.4	5.1	4.7	10.3	N#CC1=C(N)Oc2c(ccc3ccccc23)C1c1ccsc1 (centres undefined)
5.4	-8.9	0.5	0.6	.	2.1	-3.8	-0.3	-1.3	1.4	CCCCCNC(=O)C1C(=O)Nc2ccccc2C(=O)N1c1c(C)cccc1C (centres undefined)
9.7	-5.1	0.1	1.9	-6.1	1.4	-0.6	2.3	-6.1	2.1	Cc1nc2c(c(C)nn2-c2ccccc2)c(C)c1Cl
0.1	-4.8	1.3	-1.7	-1.2	-2.5	-6.9	-4.3	-0.1	1.1	Cc1ccccc1C1CC(c2cccs2)=NN1S(C)(=O)=O (centres undefined)
6.8	1.6	-0.3	-1.9	0.6	-3.8	-1.1	1.2	10.0	-3.6	CCN1C(=O)c2ccc(C(=O)Nc3cccc(C(=O)O)c3)cc2C1=O
-4.2	-0.3	2.7	-0.4	4.8	1.1	1.7	-1.1	1.4	-2.6	Cc1cccn2c(=O)c3cc(C(=O)NCCN4CCOCC4)c(=N)n(CCN4CCOCC4)c3nc12
10.6	-9.3	1.4	1.8	-3.0	-2.2	-5.0	0.5	-4.7	1.6	CC1Cc2ccccc2N1CC(=O)Nc1ccc(S(=O)(=O)N(C)C)cc1 (centres undefined)
-17.5	-3.4	0.0	-0.5	2.1	-1.0	4.7	-0.5	3.8	-5.8	FC(F)Oc1ccccc1NC(=S)NCCc1ccccc1
-13.3	3.2	1.3	-1.1	0.9	6.7	4.8	-4.5	2.2	-0.5	COC(=O)c1cn(C)c2ccc(S(=O)(=O)N3CCCCC3)cc2c1=O
15.9	3.8	-1.0	0.8	-15.2	-3.4	4.5	7.2	7.6	1.2	CN(C)C(CNC(C(=O)Nc1ccc([N+](=O)[O-])cc1Br)c1ccccc1)c1ccccc1 (centres undefined)
6.1	-4.4	-0.4	-1.8	-10.7	2.0	0.3	4.9	13.4	2.6	Cc1cc(C)cc(-n2c(C)cc(C(=S)N3CCOCC3)c2C)c1

Random excerpt: 2 records from the list
TDP2 absorb	TCR-CD3 inh	UHRF1 MBD2 ctr	PG9 binder	HTRA1 inh	Tn7 DDE FP	LEDGF integ inh	ABHD4 inh	SIAE primary	PRMT1 inh	SMILES
6.8	1.6	-0.3	-1.9	0.6	-3.8	-1.1	1.2	10.0	-3.6	CCN1C(=O)c2ccc(C(=O)Nc3cccc(C(=O)O)c3)cc2C1=O
10.6	-9.3	1.4	1.8	-3.0	-2.2	-5.0	0.5	-4.7	1.6	CC1Cc2ccccc2N1CC(=O)Nc1ccc(S(=O)(=O)N(C)C)cc1 (centres undefined)

Following part:
TDP2 absorb	TCR-CD3 inh	UHRF1 MBD2 ctr	PG9 binder	HTRA1 inh	Tn7 DDE FP	LEDGF integ inh	ABHD4 inh	SIAE primary	PRMT1 inh	SMILES
-6.8	-6.9	0.4	-0.8	-2.5	-2.7	-0.7	-5.3	5.0	3.1	Cc1oc(/C=N/NC(=O)CN(c2ccccc2Cl)S(C)(=O)=O)cc1Br
10.0	0.9	-3.8	1.3	3.5	3.1	-2.0	-0.8	1.3	-1.7	Cc1ccc2[nH]c(=O)c(CN(CCCN3CCOCC3)C(=O)NC3CCCCC3)cc2c1
19.8	0.1	-2.0	-2.3	4.0	8.1	-3.8	1.8	-7.5	0.4	COc1ccc(/C=C/C(=O)NC(=S)Nc2ccccc2)cc1OC
1.2	2.3	-1.9	-1.4	-3.3	-2.0	-2.6	5.1	-2.0	-1.1	Cc1cc(COC(=O)C2N3C(=O)[C@@H](NC(=O)COc4ccccc4)[C@H]3SC2(C)C)on1 (some centres undefined)
2.9	3.6	0.0	-1.6	-6.5	-11.3	0.6	5.6	-5.9	-4.2	Cc1ccc(C)c(CN2CCC(CNC(=O)Nc3ccc(F)c(Cl)c3)CC2)c1
3.5	-5.6	3.0	-0.5	-0.5	-7.0	0.5	0.0	9.0	0.7	CCc1ccccc1NC(=O)Cn1nc(C(F)(F)F)c2c1CCC2
-3.9	8.6	-3.2	-0.4	0.7	5.3	-1.2	-0.1	4.6	1.1	CN(C)/C=C(\C#N)C(=O)Nc1ccccc1
0.2	-6.7	0.2	0.6	-3.8	-3.9	2.1	6.1	-4.0	2.0	O=C(CN1C(=O)NC2(CCCC2)C1=O)OCc1ccc(Cl)cc1Cl
-2.3	8.5	-0.8	-0.2	5.2	11.0	1.8	4.9	-1.8	0.9	CCOc1ccc(NC(=O)N[C@@H](Cc2ccccc2)C(=O)O)cc1
5.3	-1.0	-4.0	-1.2	-3.7	-4.2	-0.3	-0.3	-3.0	-3.9	CCS(=O)(=O)N1CCC(C(=O)N2CCc3ccccc3C2)CC1

An excerpt of these results, tab-delimited.
smiles	TDP2 absorb	TCR-CD3 inh	UHRF1 MBD2 ctr	PG9 binder	HTRA1 inh	Tn7 DDE FP	LEDGF integ inh	ABHD4 inh	SIAE primary	PRMT1 inh
Cc1oc(/C=N/NC(=O)CN(c2ccccc2Cl)S(C)(=O)=O)cc1Br	-6.8	-6.9	0.4	-0.8	-2.5	-2.7	-0.7	-5.3	5.0	3.1
Cc1ccc2[nH]c(=O)c(CN(CCCN3CCOCC3)C(=O)NC3CCCCC3)cc2c1	10.0	0.9	-3.8	1.3	3.5	3.1	-2.0	-0.8	1.3	-1.7
COc1ccc(/C=C/C(=O)NC(=S)Nc2ccccc2)cc1OC	19.8	0.1	-2.0	-2.3	4.0	8.1	-3.8	1.8	-7.5	0.4

Next section.
TDP2 absorb	TCR-CD3 inh	UHRF1 MBD2 ctr	PG9 binder	HTRA1 inh	Tn7 DDE FP	LEDGF integ inh	ABHD4 inh	SIAE primary	PRMT1 inh	SMILES
7.0	-1.9	0.1	-0.4	4.5	8.6	-3.3	-2.6	-5.3	1.2	Cc1cccc(C)c1NC(=O)C1CCCN(CCCc2ccccc2)C1 (centres undefined)
-3.5	3.8	2.3	2.8	0.7	13.9*	-0.2	-5.4	-1.3	-0.9	CC(=O)Nc1ccc(NC(=O)CCCCCN2C(=O)c3ccccc3C2=O)cc1
-6.9	5.1	0.9	1.2	5.3	0.4	-0.7	5.9	-4.7	0.7	CCCCCNC(=O)Cc1ccc(S(=O)(=O)N2CCOCC2)s1
0.9	4.9	0.3	1.2	2.4	0.8	-1.0	2.9	2.7	-1.2	O=C(CCS(=O)(=O)c1ccc(Br)s1)NCc1cccs1
2.3	2.0	-0.6	0.0	-1.0	-2.9	-4.0	-5.3	-9.9	-3.5	O=C(NC(=S)Nc1ccc(-c2ccccc2)cc1)c1ccccc1
5.0	-5.0	-0.2	-2.1	4.6	-1.3	0.8	8.0	4.8	4.8	CC(C)CNC(=O)CN(C1CCCCC1)S(=O)(=O)c1ccccc1
-16.3	-2.5	4.4	0.3	-9.0	-1.0	-2.4	-10.0	-1.4	1.9	CC(C)c1ccccc1NC(=S)NC1CCN(Cc2ccccc2)CC1
-6.4	3.3	-0.3	-2.5	2.2	0.8	2.5	2.8	-3.0	-1.4	COc1ccccc1CN(C(=O)c1cnccn1)C(C(=O)NC1CCCCC1)c1cc(OC)c(OC)c(OC)c1 (centres undefined)
-9.8	1.1	0.7	-0.6	8.2	2.0	-1.3	9.1	4.2	2.8	COc1ccccc1CNS(=O)(=O)c1c(C)[nH]c(C)c1C(=O)N1CCCC1

Source: PubChem BioAssay (The Scripps Research Institute Molecular Screening Center)
